CIT2-GFP yeast: modulators of CIT2-GFP expression in yeast, primary screen, S. cerevisiae, GFP fusion, multiplex flow cytometry, MLPCN library. S. cerevisiae CIT2-GFP strain, 3 h; 100 means same as DMSO wells. GFP response vs DMSO, % at 10 µM. AID 2029, 2009. 320,000 compounds, 0.065% hits;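 active means GFP response relative to DMSO above a set limit, near the screen mean plus 3 SD, cut at about 150% in these data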;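 further: ratio of well median GFP fluorescence to mean of DMSO wells on the plate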
Efflux pump inh: inhibitors of Candida efflux pumps in yeast, primary screen, S. cerevisiae, Nile Red, multiplex. S. cerevisiae Candida pump triplex. 330,000 compounds, 0.44% hits. inhibition, % at 10 µM;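 active means plate passing quality check with inhibition over a set limit, or well fluorescence over plate mean plus 4 SD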;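 further: Nile Red retained in pooled yeast measured as flow cytometry median fluorescence; 0% = buffer negative control and 100% = Enniatin B positive control; higher means more Nile Red kept so more efflux inhibition; some compounds called inactive have numbers as strong as hits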
AHR activator: AHR activators, primary screen, cell-based, luminescence, luciferase reporter, human; Aryl hydrocarbon receptor (Homo sapiens), P35869; AHR-responsive luciferase reporter cells; activation, % at 5 µM; 320,000 compounds, 2.5% hits; AID 2796, 2010; in the data active means activation above about 47%;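 further: 0% = vehicle wells and 100% = reference agonist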
Target sequence (P35869 whole entry, looked up): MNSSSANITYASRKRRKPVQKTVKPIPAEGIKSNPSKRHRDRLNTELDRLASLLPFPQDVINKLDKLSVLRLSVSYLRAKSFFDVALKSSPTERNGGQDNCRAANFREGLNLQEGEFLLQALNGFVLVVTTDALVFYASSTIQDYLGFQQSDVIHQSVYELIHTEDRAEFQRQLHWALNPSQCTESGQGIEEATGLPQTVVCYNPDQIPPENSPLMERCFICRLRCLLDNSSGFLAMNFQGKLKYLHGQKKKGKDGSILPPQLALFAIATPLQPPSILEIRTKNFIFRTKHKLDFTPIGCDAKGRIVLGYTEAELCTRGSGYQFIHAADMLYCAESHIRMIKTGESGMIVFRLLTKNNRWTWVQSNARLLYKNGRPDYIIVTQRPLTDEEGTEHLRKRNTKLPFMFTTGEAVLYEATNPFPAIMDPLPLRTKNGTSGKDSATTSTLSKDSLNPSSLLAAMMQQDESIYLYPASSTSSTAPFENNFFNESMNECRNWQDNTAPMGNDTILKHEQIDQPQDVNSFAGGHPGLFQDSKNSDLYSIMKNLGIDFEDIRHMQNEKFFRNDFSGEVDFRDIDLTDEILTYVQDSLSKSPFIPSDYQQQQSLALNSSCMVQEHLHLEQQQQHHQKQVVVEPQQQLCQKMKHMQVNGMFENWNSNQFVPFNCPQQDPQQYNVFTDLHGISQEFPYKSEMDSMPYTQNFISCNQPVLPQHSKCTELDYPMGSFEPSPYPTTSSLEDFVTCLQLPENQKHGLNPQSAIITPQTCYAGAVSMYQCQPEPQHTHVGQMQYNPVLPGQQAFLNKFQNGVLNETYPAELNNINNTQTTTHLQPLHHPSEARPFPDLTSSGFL
LAP4-GFP MLPCN: modulators of LAP4-GFP expression in yeast, primary screen, S. cerevisiae, multiplex flow cytometry, MLPCN library. 3 h; median GFP as percent of DMSO wells. GFP response vs DMSO, % at 10 µM. 320,000 compounds, 0.34% hits. AID 2023, 2009;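 active means GFP response vs DMSO above a set limit, about the screen mean plus 3 SD, cut at about 150% in these data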
Yeast superoxide: reduction of superoxide in aged yeast, primary screen, HTS; S. cerevisiae aged cells, superoxide DHE fluorescence; active compounds read low; superoxide response (% of plate mean), % at 10 µM; 330,000 compounds, 0.18% hits;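 active means superoxide response under a set limit, about three screen SD below normal, cut at about 65% in these data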;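 further: yeast aged for seven days with compound at 30 °C before DHE staining; 100% = average MFI of all compound-treated wells on the plate with controls excluded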
AGP1 TOR yeast: modulators of AGP1-GFP expression in yeast TOR pathway, primary screen, cell-based, multiplex flow cytometry, S. cerevisiae, MLPCN library. 320,000 compounds, 0.02% hits. 3 h; GFP as percent of DMSO wells. GFP response vs DMSO, % at 10 µM;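 active means GFP response relative to DMSO above a set limit, near screen average plus 3 SD, cut at about 150% in these data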;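 further: median GFP channel fluorescence of the gated AGP1 strain per well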
MEP2-GFP yeast: modulators of MEP2-GFP levels in yeast, primary screen, S. cerevisiae, multiplex flow cytometry, MLPCN library; S. cerevisiae MEP2-GFP strain, 3 h; 100% = DMSO control level; GFP response vs DMSO, % at 10 µM; 330,000 compounds, 0.51% hits;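 active means GFP response versus DMSO above a set limit, roughly screen mean plus 3 SD, cut at about 180% in these data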;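 further: median GFP fluorescence of the barcode-gated MEP2-GFP cells per well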
RPL19A TOR yeast: RPL19A-GFP expression modulators in yeast, primary screen, cell-based, S. cerevisiae, multiplex flow cytometry, MLPCN. 330,000 compounds, 0.3% hits. percent response vs DMSO, % at 10 µM. S. cerevisiae RPL19A-GFP strain, 3 h; active compounds read low;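 active means percent response vs DMSO below 50%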;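 further: median channel GFP fluorescence of the barcoded RPL19A-GFP strain; ratio of sample median GFP to plate DMSO average so 100% = DMSO; lower means less RPL19A-GFP as with rapamycin TOR inhibition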
Numbers without * were called inactive.

Below each SMILES: RPL19A TOR yeast	AHR activator	MEP2-GFP yeast	Efflux pump inh	CIT2-GFP yeast	AGP1 TOR yeast	Yeast superoxide	LAP4-GFP MLPCN
(1) O=C1[C@H]2[C@H](C=CC[C@H]2C(=O)N2CCN(c3ccccc3)CC2)CCN1Cc1ccccc1
  99	1	98	0.0	102	101	99	98
(2) Cc1cccc(NC(=O)C2CC(=O)OC23CCCC3)c1 (configuration not stated)
  100	3	100	0.0	98	100	109	99
(3) CCC(CC)C(=O)NCc1ccccc1Cl
  100	3	110	0.1	99	100	110	104
(4) CCc1ccc(NC(=O)C(CC)Sc2nc3ccsc3c(=O)n2CCC(=O)O)cc1 (configuration not stated)
  105	-1	109	-0.1	106	110	88	100
(5) Cc1ccc(CNC(=O)CCc2c(C)nn(-c3ccc(N4CCOCC4)nn3)c2C)cc1
  97	5	104	2.0*	93	89	114	76
(6) COc1ccc(NC(=O)C2CCC2)cc1S(=O)(=O)Nc1cc(C)ccc1Br
  97	5	99	0.4	97	101	92	101
(7) COc1ccc(S(=O)(=O)NCc2csc(C)n2)cc1OC
  91	2	87	0.0	98	81	89	83
(8) O=C1CC(N2CCc3ccccc32)C(=O)N1c1ccccc1 (configuration not stated)
  103	1	101	-0.3	100	107	96	109
(9) O=C(NCC(O)COc1ccc([N+](=O)[O-])cc1)Nc1ccccc1 (configuration not stated)
  98	0	98	0.1	95	109	102	105
(10) CCC(C)NC(=O)C1CCCN(c2nc(C)cc(OC)n2)C1 (configuration not stated)
  96	4	89	0.0	80	80	83	82
(11) COc1ccc(CCn2c(=N)c(C(=O)N3CCN(C)CC3)cc3c(=O)n4ccccc4nc32)cc1
  100	-4	96	0.0	91	106	87	102
(12) O=C(C[C@H]1C/C=C\C[C@@H](Cc2ccc(F)cc2)C(=O)OC[C@H]2CCCN2C1=O)NCCO
  100	-1	96	-0.2	99	100	82	90
(13) CCCc1cc(-c2n[nH]c(C)c2-c2ccc(C(=O)OCC)o2)c(O)cc1O
  102	16	109	0.1	111	104	103	102
(14) COC(=O)C1=CN(C(C)C)C=C(C(=O)OC)C1c1cc2c(cc1Br)OCO2
  106	0	105	0.1	108	108	121	103
(15) CN(C)N=Nc1ccc2nc[nH]c2c1
  97	5	98	0.1	98	104	105	109
(16) CCCN(CCC)S(=O)(=O)c1ccc(C(=O)NCc2n[nH]c(=S)n2-c2ccc(Cl)c(Cl)c2)cc1
  104	0	105	0.0	105	94	107	93
(17) Cc1ccccc1OCCCn1c(CO)nc2ccccc21
  103	8	109	0.1	109	107	91	109
(18) O=C(NCCc1ccc(C(F)(F)F)cc1)C1COc2ccccc2O1 (configuration not stated)
  101	2	105	0.1	88	92	97	91
(19) CCN(CC)S(=O)(=O)c1ccc(N2CCOCC2)c(NC(=O)CC2OC(=O)c3ccccc32)c1 (configuration not stated)
  94	5	103	-0.1	94	95	109	96
(20) COc1ccc(OCC(=O)NC(=S)Nc2ccccc2F)cc1
  107	1	96	0.0	99	94	82	91
(21) O=C(CSc1nnnn1-c1ccccc1)N1CCN(C(=O)c2ccco2)CC1
  100	-3	104	-0.1	100	102	100	98
(22) O=C(NC(=O)c1cccc(Cl)c1)OC[C@@H]1CCCN2CCCCC12 (some centres not stated)
  103	-2	106	-0.3	100	108	93	118
(23) Cc1cc(=O)oc2cc(OCC(=O)N(C)C3CCS(=O)(=O)C3)c(Cl)cc12 (configuration not stated)
  97	0	104	0.0	98	97	89	95
(24) Cc1ccc(SCC(=O)Nc2ccc(N3CCN(C)CC3)c(F)c2)cc1
  102	0	103	-0.1	101	102	108	100
(25) O=C(NCCN1CCN(C(=O)NC2CCCCC2)CC1)NC1CCCCC1
  106	-1	98	0.0	96	107	101	99
(26) CCOc1ccccc1C1NC(=O)c2ccccc2O1 (configuration not stated)
  100	3	102	0.0	101	99	103	90
(27) Cc1ccc2c(Cl)cc(Cl)c(OCC(=O)Nc3cccc(S(=O)(=O)N(C)C)c3)c2n1
  102	3	93	-3.6	105	95	89	88
(28) CN(CCOc1ccccc1)C(=O)C1CCN(C(=O)c2ccc(F)cc2)CC1
  111	2	106	0.3	122	90	104	84
(29) CCOC(=O)c1c(S(=O)(=O)N2CCN(C)CC2)c(C)n(C)c1C
  101	2	100	0.1	100	105	108	105
(30) CN1CCN(c2nc3c(c(=O)n(C)c(=O)n3C)n2CC(=O)C23CC4CC(CC(C4)C2)C3)CC1
  96	0	95	0.1	97	97	90	98

Copied from the list:
Under AGP1 TOR yeast, no. 21 shows 102
Under Efflux pump inh, no. 23 shows 0.0
Under MEP2-GFP yeast, no. 25 shows 98

(continued)
Below each SMILES: RPL19A TOR yeast	AHR activator	MEP2-GFP yeast	Efflux pump inh	CIT2-GFP yeast	AGP1 TOR yeast	Yeast superoxide	LAP4-GFP MLPCN
(31) OCCCc1nc2n(n1)C(c1ccccc1)C=C(c1ccc(F)cc1)N2 (configuration not stated)
  101	-8	102	-0.1	98	101	109	107
(32) NS(=O)(=O)c1ccc(CCNC(=O)COC(=O)/C=C/c2ccccc2Cl)cc1
  94	-2	107	-0.5	101	99	92	97
(33) O=C(O)C(CO)N=Cc1c(O)c2ccccc2oc1=O (configuration not stated)
  101	2	96	0.1	100	105	97	111
(34) Cc1cc2c(cc1S(=O)(=O)Nc1ccc(OC(F)(F)F)cc1)OCC(=O)N2
  106	1	111	0.4	102	92	111	85
(35) O=C(Nc1ccccc1Cl)c1ccccc1Oc1ccc(C(F)(F)F)cc1[N+](=O)[O-]
  97	75*	103	0.4*	91	96	106	100
(36) N=c1c2c(ncn1CCCO)Oc1c(ccc3ccccc13)C2c1ccccc1 (configuration not stated)
  105	-3	103	0.0	113	136	98	127
(37) CCN(CC)c1ccc(NC(=O)CSc2nc(C3CC3)nc3ccccc23)cc1C
  89	1	94	0.4	90	83	103	74
(38) CSc1ccc(CN2CCN(C(C)C)C(CCO)C2)cc1 (configuration not stated)
  112	2	104	-0.3	104	100	86	98
(39) O=C(CNCC1CCCO1)Nc1ccc([N+](=O)[O-])cc1C(=O)Nc1ccccc1F (configuration not stated)
  97	43	101	-0.1	98	100	102	109
(40) Cc1cc(C)cc(NC(=S)/C(=C(\[O-])c2ccc(Cl)s2)[n+]2cccc(C)c2)c1
  99	5	105	0.0	95	95	97	105
(41) Cc1sc2nc(-c3cccnc3)nc(Cl)c2c1-c1ccccc1
  109	11	112	0.0	107	115	96	105
(42) CC(=O)O/N=C(\N)c1ccc(-c2csnn2)cc1
  100	-4	98	-0.1	101	99	94	116
(43) CCn1c(SCC(=O)Nc2ccc(C)cc2)nnc1-c1cnccn1
  101	7	111	0.6	103	100	94	93
(44) O=C(O)c1cccc(N/N=C(\N=Nc2ccccc2)c2ccccc2)c1
  104	3	99	-0.2	97	81	92	102
(45) Cc1ccc(CNC(=O)c2nccnc2C(=O)O)cc1
  103	-2	105	-0.1	88	95	98	105

Reformatted with one line to a screen: part of the list above
#38 CSc1ccc(CN2CCN(C(C)C)C(CCO)C2)cc1 (configuration not stated)
#39 O=C(CNCC1CCCO1)Nc1ccc([N+](=O)[O-])cc1C(=O)Nc1ccccc1F (configuration not stated)
#40 Cc1cc(C)cc(NC(=S)/C(=C(\[O-])c2ccc(Cl)s2)[n+]2cccc(C)c2)c1
Screen / compound no. | 38 | 39 | 40
RPL19A TOR yeast | 112 | 97 | 99
AHR activator | 2 | 43 | 5
MEP2-GFP yeast | 104 | 101 | 105
Efflux pump inh | -0.3 | -0.1 | 0.0
CIT2-GFP yeast | 104 | 98 | 95
AGP1 TOR yeast | 100 | 100 | 95
Yeast superoxide | 86 | 102 | 97
LAP4-GFP MLPCN | 98 | 109 | 105

(listing goes on)
Below each SMILES: RPL19A TOR yeast	AHR activator	MEP2-GFP yeast	Efflux pump inh	CIT2-GFP yeast	AGP1 TOR yeast	Yeast superoxide	LAP4-GFP MLPCN
(46) COc1ccc(C(=O)Cc2cnn(-c3ccccc3)c2)c(O)c1
  99	7	99	0.0	98	95	93	100
(47) O=C(Nc1ccc(F)cc1)c1cccc2c1C(=O)N(CC1CCCO1)C2 (configuration not stated)
  101	11	96	-0.1	96	92	98	110
(48) Cc1cccc(C)c1NC(=O)c1ccc(CN2CCc3ccccc3C2)cc1
  97	-4	101	-0.1	102	95	97	93
(49) O=C(CN1C(=O)c2ccccc2C1=O)N1CCN(c2ccccn2)CC1
  96	-2	105	0.0	103	95	113	104
(50) Cc1c(C(=O)NC2CCN(Cc3ccccc3)C2)oc2c(Cl)cccc12 (configuration not stated)
  96	20	104	0.1	100	101	106	98
(51) CCn1c2ccccc2c2cc(NC(=O)COC(=O)c3ccc(O)cc3)ccc21
  93	40	89	0.0	83	99	76	93
(52) CSC(=Nc1ccc(Cl)cc1)N[n+]1ccccc1
  104	-2	90	-0.1	102	96	100	85

Down the list, quoted from above:
Efflux pump inh for nos. 46–52, in order: 0.0, -0.1, -0.1, 0.0, 0.1, 0.0, -0.1
LAP4-GFP MLPCN for nos. 46–52, in order: 100, 110, 93, 104, 98, 93, 85

Sorted by formula weight (lowest first): 3 of the compounds above
Below each SMILES: RPL19A TOR yeast	AHR activator	MEP2-GFP yeast	Efflux pump inh	CIT2-GFP yeast	AGP1 TOR yeast	Yeast superoxide	LAP4-GFP MLPCN
(46) COc1ccc(C(=O)Cc2cnn(-c3ccccc3)c2)c(O)c1
  99	7	99	0.0	98	95	93	100
(47) O=C(Nc1ccc(F)cc1)c1cccc2c1C(=O)N(CC1CCCO1)C2 (configuration not stated)
  101	11	96	-0.1	96	92	98	110
(50) Cc1c(C(=O)NC2CCN(Cc3ccccc3)C2)oc2c(Cl)cccc12 (configuration not stated)
  96	20	104	0.1	100	101	106	98

Bioassay records (PubChem)
